# Screening results as filed in PubChem.
# HEK293 NOD2/NF-kB – inhibition of NOD2-driven NF-kB reporter – cell-based, luminescence, uHTS, HEK293 (AID 1566); HEK293 NOD2/NF-kB luciferase reporter, luminescence; higher % means a stronger effect; inhibition, % at 4 µM, or EC50 in µM where a hit was titrated; 0.63% of 290,000 active; also: many of its hits are not listed in these tables
# KOR beta-arrestin-1 – kappa opioid receptor blockers – cell-based, luminescence, uHTS (AID 1778). 0.091% of 290,000 active. KOR beta-arrestin recruitment, luminescence, antagonist mode; higher % means a stronger effect. one-dose inhibition, % at 10 µM; IC50 in µM for titrated hits; also: strong numbers were not always called active
# Large T inhibition – SV40 large T antigen inhibitors, biochemical (AID 1903); SV40 large T antigen ATPase/helicase inhibition assay; higher % means a stronger effect; 0.39% of 310,000 active; one-dose inhibition, % at 20 µM; IC50 in µM for titrated hits; in the data active = a potency from the dose series; inconclusive = inhibition mostly from about 32% at the one dose, without a potency; inactive = the rest, 99 in 100 with inhibition below about 32%; also: strong numbers were not always called active
# NOD1 inhibition – NOD1 signaling inhibitors, primary screen, cell-based, luminescence, uHTS (AID 1578). NOD1-driven NF-kB luciferase reporter cells, luminescence; higher % means a stronger effect. 1% of 290,000 active. one-dose inhibition, % at 4 µM; EC50 in µM for titrated hits; in the data active = inhibition mostly above about 36%, no sharp cut-off; inactive = mostly below about 34%;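 also: HEK-293T reporter cells stimulated with the NOD1 agonist gamma-tri-DAP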
# Rac1 GTP hydrolysis – MgcRacGAP GTPase-activating activity inhibitors, confirmation, biochemical, ADP Hunter fluorescence | MgcRacGAP-stimulated Rac1 GTP hydrolysis, ADP Hunter fluorescence; higher % means a stronger effect; GST-tagged Rac1 F28L mutant substrate | inhibition, % at 30 µM, or IC50 in µM where a hit was titrated | 0.6% of 340,000 active | AID 624330;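 active = first-screen hits whose inhibition reached a set limit at any dose in the follow-up dose series; inconclusive = inhibition above the set first-screen limit but never retested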;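 also: fluorescence reports GDP produced by GAP-driven GTP hydrolysis; strong numbers were not always called active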
# GPR55 beta-arrestin – selective activators of receptor GPR55 – imaging, U2OS cells, beta-arrestin-GFP redistribution, primary screen (AID 1961); U2OS GPR55 beta-arrestin-GFP redistribution imaging; higher % means a stronger effect; activation, % at 10 µM, or EC50 in µM where a hit was titrated; 0.048% of 290,000 active;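 active = activation above 40% with more than 50 cells counted in the well; inconclusive = wells holding fewer than 50 cells, flagged as toxic or sparse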;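 also: U2OS osteosarcoma cells stably expressing GPR55 and beta-arrestin-GFP; plate controls were DMSO negative control for no effect and LPI positive control for full effect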
# GPR55 antagonists – inhibition of LPI-stimulated GPR55 beta-arrestin translocation – imaging, U2OS, beta-arrestin-GFP, LPI agonist, primary screen (AID 2013); U2OS GPR55 beta-arrestin-GFP translocation imaging, LPI antagonism; higher % means a stronger effect; one-dose inhibition, % at 10 µM; IC50 in µM for titrated hits; 0.13% of 290,000 active;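 active = spots per cell inhibited over 60%, with over 100 cells counted and total cytoplasm intensity under 500,000; inconclusive = wells with under 100 cells, flagged as likely toxic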;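 also: U2OS cells stably carrying GPR55 and arrestin-GFP stimulated by 5 µM LPI near EC80; imaged beta-arrestin-GFP aggregate spots per cell after agonist stimulation; plate controls were LPI-stimulated DMSO wells for no effect and DMSO wells without LPI for full effect; some results filed as inactive read as strong as hits; confirmed hits need IC50 under 10 µM and bright autofluorescent wells are also inconclusive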
# HIV fusion peptide – cell-free HIV fusion peptide-binding blockers – biochemical, uHTS, fluorescence dequenching, primary screen (AID 1986); cell-free peptide binding, fluorescence dequenching, 30 min; higher % means a stronger effect; inhibition, % at 20 µM; hits with a dose series show IC50 in µM; 0.3% of 290,000 active; in the data active = inhibition mostly above about 52%, no sharp cut-off; inactive = mostly below about 76%; also: some results filed as inactive read as strong as hits
# KOR beta-arrestin-2 – KOR agonists, beta-arrestin recruitment, primary screen, cell-based, luminescence, uHTS (AID 1777). activation, % at 10 µM, or EC50 in µM where a hit was titrated. KOR beta-arrestin recruitment, luminescence; higher % means a stronger effect. 0.02% of 280,000 active; in the data active = activation above about 50%, passing the limit was not always enough; also: a part of the inactive calls stands beside numbers as strong as those of hits
# Starred values were filed as active, the others as inactive; ? = inconclusive; / = not tested or not shown; [ ] = remark or other dose. Rule as the data show it, unless noted: active = inhibition above about 50%; inactive = the rest. An excerpt. The share of hits here may be higher or lower than overall.
# Every second line gives: HEK293 NOD2/NF-kB	KOR beta-arrestin-1	Large T inhibition	NOD1 inhibition	Rac1 GTP hydrolysis	GPR55 beta-arrestin	GPR55 antagonists	HIV fusion peptide	KOR beta-arrestin-2
[1] O=C(NCCNC(=O)c1cnccn1)c1ccc(Cl)cc1
  -74%	-60%	7%	22%	5%	-0.4%	3%	1.6%	9.3%
[2] CCOC(=O)CNC(=O)C1CCN(S(=O)(=O)c2ccc(-c3nn[nH]n3)cc2)CC1
  0%	1%	6%	-2%	-1%	0.5%	5%	-0.6%	-5.9%
[3] O=C(CN1CCC(NC(=O)Nc2ccccc2-c2ccccc2)CC1)NCc1ccco1
  7%	6%	4%	-19%	7%	-0.1%	-3%	0.9%	-1.1%
[4] CCCC(=O)C1=C(N(C)c2ccccc2)CC(C)(C)C(C(=O)OC)C1=O (stereo not drawn)
  2%	17%	4%	/	3%	-0.1%	-1%	1.7%	-0.1%
[5] CCOc1ccc(CN2CCSCC2)cc1
  -4%	-13%[20 µM]	8%	-5%	30%	-0.1%	4%	0.6%	-3.6%
[6] Cc1ccc2c(c1)N(CC(=O)N1CCCc3ccccc31)C(=O)C(C)O2 (stereo not drawn)
  -22%	0%	-6%	-6%	-8%	0.6%	10%	23%	4.9%
[7] O=C(Cc1cc(=O)oc2cc(O)ccc12)NC(Cc1ccc(Cl)cc1)C(=O)O (stereo not drawn)
  -1%	-20%	-2%	-4%	20%	0.0%	-13%	-0.7%	5.7%
[8] CCOC(=O)c1sc2nc(C)n(N)c(=O)c2c1C
  18%	-16%	-8%	-36%	-3%	0.8%	12%	-0.8%	-5.7%
[9] Cc1ccc2[nH]c3c(c2c1)CN(C)CC3
  6%	21%	3%	-12%	8%	0.0%	6%	-0.1%	-4.7%
[10] CCOC(=O)C1CCN(C(=O)CN2C(=O)C(CC)Oc3ccccc32)CC1 (stereo not drawn)
  2%	36%	-5%	-3%	5%	0.5%	0%	-1.6%	-2.8%
[11] O=C(Nc1cccc2c1CCCC2)C1CCN(C(=O)NC2CCCCC2)CC1
  2%	0%	6%	-10%	-3%	-0.2%	3%	18%	3.7%
[12] CC(Sc1nc(N2CCCCC2)c2c(c1C#N)CCCC2)C(=O)O (stereo not drawn)
  20%	1%	13%	-1%	10%	-0.4%	5%	6.5%	-5.1%
[13] Cc1cc(C)c(S(=O)(=O)NCC(CCC(=O)O)C(F)(F)F)c(C)c1 (stereo not drawn)
  7%	-13%	8%	-37%	4%	-0.5%	10%	2.2%	1.6%
[14] CCC(Cc1ccccc1)NC(=O)CSc1ccsc1[N+](=O)[O-] (stereo not drawn)
  -17%	-4%	4%	-8%	8%	-0.1%	-20%	1.6%	6.9%
[15] CCOc1ccc2nc(NS(C)(=O)=O)sc2c1
  -7%	12%	16%	-28%	-3%	0.0%	11%	1.8%	-2.9%
[16] COc1ccc(NC(=O)CSc2nc3c([nH]c4ccccc43)c(=O)n2C)cc1
  -12%	13%	4%	-20%	-3%	-0.1%	11%	-0.3%	1.3%
[17] CC(C(=O)NCC1(c2ccccc2)CCCC1)N1CCCC1 (stereo not drawn)
  -6%	8%	14%	-22%	2%	-0.2%	6%	-0.2%	-0.6%
[18] CCOC(=O)c1c(NC(=O)CC2SC(N)=NC2=O)sc2c1CCC(C)C2 (stereo not drawn)
  0%	-108%	6%	5%	3%	0.4%	-16%	-1.7%	6.5%
[19] CSc1ncccc1C(=O)OCC(=O)c1cccc(Br)c1
  -8%	-29%	9%	2%	3%	0.8%	5%	-0.2%	6.6%
[20] CCCC(=O)C1=C(O)C(C(=O)OC)C(C)(C)CC1=NCCCCCC(=O)O (stereo not drawn)
  9%	-11%	5%	-12%	5%	-0.2%	3%	1.9%	-3.5%
[21] O=C(CN1c2ccccc2Sc2ccccc21)NNC(=O)Nc1ccc(Cl)c(Cl)c1
  -40%	21%	13%	-5%	9%	0.1%	9%	-0.4%	3.7%
[22] CN1CCN(c2ccc([N+](=O)[O-])cc2NC(=O)c2cccs2)CC1
  9%	16%	1%	-3%	5%	0.2%	-3%	-0.8%	0.3%
[23] Cn1c(NC2CCCCC2)cc(=O)n(C)c1=O
  15%	-32%[20 µM]	13%	4%	4%	1.1%	2%	-1.1%	-3.1%
[24] Nc1nnc(SCCOc2ccc(Br)cc2)s1
  -14%	29%	16%	-21%	6%	-0.1%	-7%	0.6%	-2.5%
[25] O=C(CSC1CN(C(c2ccccc2)c2ccccc2)C1)N/N=C/c1ccc(Cl)cc1Cl
  5%	9%	10%	-2%	4%	0.0%	9%	3.4%	-1.5%
[26] O=C(O)CSCc1nc2ccccc2[nH]1
  9%	-1%	2%	-25%	7%	0.3%	1%	1.1%	-0.9%
[27] O=S(=O)(NCc1cn2ccsc2n1)c1cccs1
  12%	-14%	?	0%	10%	0.0%	-4%	-0.8%	1.2%
[28] COc1ccccc1OCC(=O)Nc1ccc(S(=O)(=O)N2CCN(C)CC2)cc1
  7%	26%[20 µM]	22%	-18%	-1%	0.0%	13%	-1.3%	-2.6%
[29] CN(CC(=O)NCc1ccc(Cl)cc1)S(=O)(=O)c1cccc2cccnc12
  0%	32%	2%	-31%	1%	0.3%	18%	-1.8%	-4.0%
[30] CCOC(=O)N1CCC(N2Cc3cccc(C(=O)Nc4cc(F)ccc4F)c3C2=O)CC1
  18%	-16%	9%	-1%	5%	-0.2%	-13%	0.7%	1.1%
[31] CC(NC(=O)CCCc1c[nH]c2ccccc12)c1ccc(F)cc1 (stereo not drawn)
  -29%	6%	-7%	51%*	4%	-0.2%	-1%	-0.9%	3.2%
[32] COc1ccccc1C(=O)Nc1ccccc1SC(=O)c1ccccc1OC
  -46%	-46%	9%	0%	16%	0.2%	-8%	1.2%	-2.4%
[33] CC1(C)CN2C(=S)N(c3ccccc3)C(c3ccccc3)N2C1 (stereo not drawn)
  -6%	2%	-4%	-1%	0%	-0.2%	10%	-0.9%	-2.7%
[34] CC1=CC(=NOC(=O)/C=C/c2ccccc2)C=C(C)C1=O
  -1%	8%	7%	12%	9%	0.3%	-22%	-2.8%	-6.2%
[35] COCCN1C(=NCCCOC(C)C)N[C@@H](c2ccccc2)C(C(=O)OC)=C1C
  -9%	-20%[20 µM]	4%	33%	5%	-0.2%	-10%	1.5%	0.1%
[36] CCN(Cc1ccccc1)S(=O)(=O)c1cc2[nH]c(=O)c(=O)[nH]c2cc1C
  15%	-12%[20 µM]	/	-29%	3%	-0.3%	-7%	-0.4%	0.9%
[37] CC(NC(=O)CSc1nnc(-c2cccnc2)n1N)c1ccccc1 (stereo not drawn)
  5%	-16%	8%	20%	10%	0.2%	2%	0.1%	-2.1%
[38] O=C(COc1cc(O)c2c(=O)cc(-c3ccccc3)oc2c1)c1ccc(F)cc1
  -10%	-22%	-8%	-12%	15%	0.3%	-1%	-3.7%	2.8%
[39] CCOc1ccc2c3c(c(=O)oc2c1OCC)CCCC3
  10%	-5%	2%	/	5%	-0.3%	19%	0.1%	0.2%
[40] CC(C)(C)c1nnc(NC(=O)C2CCN(c3ncccn3)CC2)s1
  16%	6%	4%	/	7%	-0.1%	4%	0.6%	0.5%
[41] CC(C)c1ccc(NC(=O)C2CCC(CNC(=O)[C@@H]3Cc4ccccc4CN3)CC2)cc1 (stereo partly drawn)
  9%	-21%	-4%	-17%	8%	-0.1%	12%	1.5%	8.1%
[42] Cc1ccc(S(=O)(=O)N2CCC(C(=O)NC3CCCCC3C)CC2)cc1 (stereo not drawn)
  -8%	-30%	9%	10%	17%	-0.2%	5%	-0.1%	5.7%
[43] CN1C(=O)C(C)(C)c2cc(S(=O)(=O)N(C)Cc3ccccc3)ccc21
  -1%	3%[20 µM]	6%	-4%	9%	-0.1%	11%	0.6%	4.3%
[44] NC(=O)c1cnn2c(-c3cccc(C(F)(F)F)c3)ccnc12
  10%	34%	4%	-4%	/	-0.2%	11%	-1.7%	-5.8%
[45] O=C(Nc1ccccc1)N(Cc1ccc(Cl)cc1)CC(O)C(F)(F)F (stereo not drawn)
  7%	-7%	9%	9%	10%	0.0%	-1%	-1.3%	-1.3%
[46] Cc1[nH]c(=O)[nH]c(=O)c1S(=O)(=O)Nc1ccc(F)cc1F
  -13%	-14%	5%	-3%	5%	0.4%	-10%	-0.1%	1.0%
[47] Cc1ccc(C(=O)Oc2ccccc2N2CCOCC2)cc1
  16%	4%	9%	4%	10%	0.6%	1%	-1.2%	-3.2%
[48] Cc1ccc(S(=O)(=O)c2cc3ccccc3nc2N)cc1
  1%	22%	14%	-27%	5%	0.1%	-8%	0.5%	-2.5%
[49] CCCc1c(O)nc(SCC(=O)N2CCCCC2)[nH]c1=O
  5%	-15%	4%	-5%	12%	-0.1%	-5%	-0.1%	2.2%
[50] COc1c(Cl)cc(-c2noc(C)c2C(=O)NCc2ccccc2)cc1Cl
  -9%	-12%	0%	-6%	4%	-0.1%	4%	-0.9%	3.7%
[51] CC(C)(C)CC(=O)O/N=C(\N)c1ccccn1
  -38%	-15%	4%	37%	-4%	0.2%	-12%	0.6%	3.3%
[52] COc1ccc(-c2cc(C(=O)Nc3ccccc3N3CCOCC3)c3ccccc3n2)cc1OC
  34%	-55%	3%	-12%	5%	0.1%	-6%	1.2%	3.5%
[53] CCOC(=O)CSCC(=O)N1CCC(Cc2ccccc2)CC1
  9%	-7%	3%	-10%	9%	1.1%	3%	0.0%	-2.2%
[54] CCc1ccc(C(=O)N2CCCC2)s1
  -2%	7%	1%	-4%	9%	0.9%	-13%	2.3%	-0.3%
[55] CC12CC3(C)CC(C)(C1)CC(C(=O)NCc1cccnc1)(C2)C3
  12%	-14%[20 µM]	15%	41%	-4%	0.3%	14%	-0.2%	-2.5%
[56] Cc1ccc(C)c(CN2CCCNC2=O)c1
  0%	28%	3%	-26%	8%	-0.3%	-9%	0.6%	1.9%
[57] CCOC(=O)Nc1ccc2c(c1)N(C(=O)CCN1CCOCC1)c1ccccc1S2=O (stereo not drawn)
  7%	-6%	7%	19%	0%	0.3%	3%	-1.0%	-3.1%
[58] NC(=O)CN1CCN(c2nc(-c3ccc(F)cc3)cs2)CC1
  11%	-39%	27%	10%	-9%	0.5%	-9%	0.9%	1.8%
[59] C[C@@H](CN1C2=NC[C@H](C)N2C[C@H]1Cc1ccc(O)cc1)NC(=O)CCC1CCCCC1
  5%	0%	9%	-27%	8%	-0.1%	10%	0.6%	1.4%
[60] CN(CC(=O)Nc1ccccc1Cl)C(=O)CSc1nc2ccccc2s1
  17%	6%	-8%	-25%	7%	0.5%	3%	-2.1%	2.5%
